Screening results deposited in PubChem BioAssay by several laboratories.
TNAP act hi DEA = TNAP activators at high phosphate acceptor level, primary screen, biochemical, luminescence, uHTS; 200,000 tested, under 10 active; activation factor at 20 µM; AID 1136, 2008; Alkaline phosphatase, tissue-nonspecific isozyme (Homo sapiens), P05186; purified TNAP, CDP-star luminescence, 1 M DEA, 30 min; hits give high values; 0 = EDTA background, 1 = DMSO-only activity;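 active = activation factor at least 2 at 20 µM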
Target sequence (P05186 whole entry, looked up): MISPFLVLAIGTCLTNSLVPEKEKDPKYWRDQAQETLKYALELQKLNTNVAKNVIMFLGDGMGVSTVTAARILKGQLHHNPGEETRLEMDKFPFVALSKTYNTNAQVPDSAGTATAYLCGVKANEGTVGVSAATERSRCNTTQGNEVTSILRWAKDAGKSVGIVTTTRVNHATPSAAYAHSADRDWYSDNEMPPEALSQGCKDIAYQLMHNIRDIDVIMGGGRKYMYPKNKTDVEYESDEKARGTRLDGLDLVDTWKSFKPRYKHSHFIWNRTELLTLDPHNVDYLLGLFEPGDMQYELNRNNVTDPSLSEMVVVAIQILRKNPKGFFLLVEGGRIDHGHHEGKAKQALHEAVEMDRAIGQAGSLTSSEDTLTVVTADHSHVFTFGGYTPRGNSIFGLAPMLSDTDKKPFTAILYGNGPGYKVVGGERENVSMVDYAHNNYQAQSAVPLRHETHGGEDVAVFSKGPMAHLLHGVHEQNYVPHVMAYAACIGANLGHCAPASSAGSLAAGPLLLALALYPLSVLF
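Test system – human TNAP · Doses – 20 µM single point · Incubation – 30 min, room temperature · Signal – luminescent substrate turnover signal · Read-out basis – activation factor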
PPARg SRC-3 ag = PPARgamma agonists recruiting SRC-3 coactivator, primary screen, biochemical. Peroxisome proliferator-activated receptor gamma (Homo sapiens), P37231. biochemical PPARgamma/SRC-3 coactivator recruitment assay. activation, % at 8 µM. 200,000 compounds, 0.26% hits; in the data active = activation above about 23%;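 also: 0% = DMSO and 100% = reference agonist; some compounds past the cut are filed as inactive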
bIAP activator = bovine intestinal alkaline phosphatase activators, primary screen, biochemical, bovine IAP, CDP-star luminescence. alkaline phosphatase, intestinal [Bos taurus]. purified bovine IAP, 30 min; hits give high values; fold of DMSO-control signal, blank-subtracted. activation factor at 20 µM. 200,000 compounds, 0.17% hits;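 active = activation factor of 2 or more at 20 µM, a signal rise over negative controls twice the positive control's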
ROMK primary = ROMK potassium channel modulators, primary screen, cell-based, thallium flux, MLSMR library | Tet-inducible ROMK, thallium flux fluorescence; actives lie on both sides | B-score at 10 µM | 130,000 compounds, 2% hits;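 active = signal ratio slope over the read window, or its plate-corrected B-score, at least 3 SD from the plate mean, either direction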;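 also: B-score of the F/F0 ratio slope over 7 to 12 s after thallium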
Target sequence (P48048 whole entry, looked up): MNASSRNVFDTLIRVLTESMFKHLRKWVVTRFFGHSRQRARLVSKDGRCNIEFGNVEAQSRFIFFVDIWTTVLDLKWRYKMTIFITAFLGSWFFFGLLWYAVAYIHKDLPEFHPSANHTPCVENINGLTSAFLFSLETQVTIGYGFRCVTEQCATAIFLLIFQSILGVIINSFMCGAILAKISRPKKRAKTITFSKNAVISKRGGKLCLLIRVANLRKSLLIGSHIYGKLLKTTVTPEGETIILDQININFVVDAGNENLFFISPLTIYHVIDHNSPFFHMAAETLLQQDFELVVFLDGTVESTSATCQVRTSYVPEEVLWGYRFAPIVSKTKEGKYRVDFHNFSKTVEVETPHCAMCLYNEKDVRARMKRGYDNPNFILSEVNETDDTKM
STAT3 activator = IL-6 driven STAT3 reporter potentiators, primary screen, U3A cells, luciferase, luminescence, MLSCN library | IL-6 STAT3-luciferase reporter; 100% = signal with IL-6 EC80 alone | AID 871, 2007 | activation (% of control), % at 5.6 µM | 190,000 compounds, 0.91% hits;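 active = activation above the screen-wide mean of compound activation plus 3 SD, cut at about 130% in these data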;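 also: 0% = background luminescence of wells with medium and substrate only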
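Material: STAT1-lacking human U3A cells, STAT3 luciferase reporter | Benchmarks: IL-6-only wells as 100% reference | Probe or stimulus: IL-6 (33 ng/mL) | Timing: Compound 1 h, then IL-6 6 h at 37 °C | Detection: Luminescence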
STAT1 inh = STAT1 signaling inhibitors, primary screen, cell-based, HTS, luciferase reporter; 200,000 compounds, 0.35% hits; AID 920, 2007; inhibition, % at 5.5 µM; NIH 3T3 STAT1-luciferase reporter, IFN-gamma, luminescence;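 active = inhibition above a set limit, the mean inhibition across all tested compounds plus 3 SD, cut at about 34% in these data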;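 also: 0% = IFN-gamma with DMSO and 100% = IFN-gamma with 300 µM nifuroxazide; values of inactives mirror those of a sister screen read the other way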
STAT3 blocker = IL-6 driven STAT3 reporter inhibitors, primary screen, U3A cells, luciferase, luminescence, MLSCN library. IL-6 STAT3-luciferase reporter; host cell line lacks STAT1. inhibition, % at 5.5 µM. 190,000 compounds, 0.89% hits. AID 862, 2007;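 active = inhibition above the mean inhibition across all screened compounds plus 3 SD, cut at about 44% in these data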;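 also: 0% = DMSO only wells and 100% = 100 µM nifuroxazide control wells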
TR-FRET SRC-2 ct = TR-FRET signal artefacts, primary screen, artefact control for PPARgamma SRC-2 agonist project, biochemical | TR-FRET artefact counter-screen; hits give high values | TR-FRET ratio at 8 µM | 200,000 compounds, 0.4% hits | AID 1049, 2008; in the data active = TR-FRET ratio above about 2000; also: inactives centre near 1500
bIAP inh = bovine intestinal alkaline phosphatase inhibitors, primary screen, selectivity assay for TNAP inhibitor project, biochemical, bovine IAP, CDP-star luminescence; inhibition, % at 20 µM; purified bovine IAP, 30 min; 190,000 tested, under 10 active; alkaline phosphatase, intestinal [Bos taurus]; AID 1019, 2008;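 active = over 50% inhibition of intestinal alkaline phosphatase at 20 µM in the single-dose screen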
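System: Purified bovine intestinal alkaline phosphatase (IAP) enzyme | Input: IAP diluted 1/65,000,000 in the well | Also added: CDP-star chemiluminescent phosphatase substrate, 30 µM final | Dosing: 20 µM single dose | Times: Enzyme reaction for 30 min at room temperature | Detection: Luminescence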
PPARg SRC-1 ag = PPARgamma agonists recruiting SRC-1 coactivator, primary screen, biochemical; Peroxisome proliferator-activated receptor gamma (Homo sapiens), P37231; PPARgamma-SRC-1 coactivator recruitment biochemical assay; activation, % at 8 µM; 200,000 compounds, 0.41% hits; AID 631, 2007; in the data active = activation above about 19%;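 also: 0% = DMSO and 100% = reference agonist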
PPARg SRC-2 ag = agonists of PPARg-SRC-2 recruitment, primary screen, biochemical, HTS; 200,000 compounds, 0.34% hits; activation, % at 8 µM; AID 1032, 2008; PPARgamma LBD-SRC-2 recruitment; in the data active = activation above about 22%;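 also: 0% = vehicle and 100% = reference agonist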
* hit, by the source's call; / = not tested or not shown.

SMILES	TNAP act hi DEA	PPARg SRC-3 ag	bIAP activator	ROMK primary	STAT3 activator	STAT1 inh	STAT3 blocker	TR-FRET SRC-2 ct	bIAP inh	PPARg SRC-1 ag	PPARg SRC-2 ag
CNC(=O)c1ccc2snnc2c1	1.1	-7	1	/	102	-1	2	1547	-2	9	-1
CCOC(=O)C1=C(C(F)(F)F)Nc2ncnn2C1c1cccc(OC)c1OC (centres undefined)	1.1	-1	0.9	0.89	101	-4	-1	1571	10	1	8
COc1ccccc1NC(=O)Nc1nnc(CC(=O)Nc2ccccc2)s1	1.1	2	1	0.14	88	11	21	1731	-3	6	1
CNc1nc(NC)nc(-n2c(C(F)(F)F)nc3ccccc32)n1	1	2	0.9	/	103	-2	0	1468	11	-1	9
CCOC(=O)c1ccc(NC(=O)N2CCN(C(=O)C3CCCO3)CC2)cc1 (centres undefined)	1.1	1	1	-0.37	92	-3	12	1652	-1	1	-1
Cc1cccn2c(=O)c(C=O)c(N3CCN(c4ccc(F)cc4)CC3)nc12	1	4	1	-0.72	109	-2	-6	1536	0	-1	8
Cc1ccc2c(c1)c1c(n2CC(O)Cn2c(C)nc3ccccc32)/C(=N\O)CCC1 (centres undefined)	1	-1	1	/	100	5	3	1636	2	4	0
COc1cccc(OCCOc2ccccc2[N+](=O)[O-])c1	/	2	/	/	108	-28	1	1413	/	0	-9
Cc1nn(C)c(C(=O)Nc2ccn(C34CC5CC(CC(C5)C3)C4)n2)c1[N+](=O)[O-]	1	-3	1.1	1.7	105	-10	-9	1256	-11	2	-3
COc1ccc(/C=N\NC(=S)SCN2C(=O)C3CCC(C)(C2=O)C3(C)C)cc1 (centres undefined)	/	0	/	/	110	4	-10	1517	/	5	-4
Cc1ccc(S(=O)(=O)N2CCN(C(=O)c3ccc(Cl)nc3)CC2)cc1	1	6	1.1	0.36	105	3	-6	1743	-6	9	4
CCOc1ccc(/C=N/Nc2nc(N3CCCC3)nc(N3CCCC3)n2)cc1OC	1	1	1	/	110	-6	-6	1573	-1	-2	-1
O=c1[nH]c(-c2ccccc2O)nc2c1CCCC2	1.1	0	0.9	-0.42	95	-6	10	1608	9	6	4
Cc1cc(C)cc(OCC(=O)NNC(=O)CCC(=O)NCc2ccccc2)c1	1	9	1	/	108	2	-4	1556	0	1	-5
O=C(OCc1nc2ccccc2s1)c1cccc(N2C(=O)CCC2=O)c1	1	5	0.9	-1.6	116	-3	-14	1344	8	1	-6
Cc1ccc(NS(=O)(=O)c2ccc3[nH]c(=O)[nH]c3c2)c(C)c1	1	2	1.1	0.46	94	4	9	1587	-12	4	5
CCn1c(C)[n+](CCOCC[n+]2c(C)n(CC)c3cc(Cl)c(Cl)cc32)c2cc(Cl)c(Cl)cc21	1	7	0.7	0.75	100	-1	-3	1482	31	-3	0
COC(=O)CSc1nc(-c2ccc(F)cc2)cc(C(F)(F)F)n1	1	17	0.9	0.11	90	-2	14	1739	6	9	11
CCSc1nc2ccccc2c(=O)n1-c1c(C)n(C)n(-c2ccccc2)c1=O	1	1	1.3	-0.28	93	8	9	1480	-27	0	1
Cc1ccc(-c2nnc(SCC(=O)N3CCCC3)o2)cc1C	1.1	0	1	/	110	-22	-10	1363	0	-4	8
CCN1CCN(C(=O)CCc2nnc(CCCCc3ccccc3)o2)[C@@H](C)C1=O	1	1	0.9	0.8	100	-7	2	1541	6	-1	9
CC(=O)Nc1ccc(SCC(=O)Nc2ccc(Cl)cn2)cc1	1	-6	1.1	-0.25	94	-5	14	1444	-8	6	-1
COc1cc(NC(=S)Nc2ccc(S(=O)(=O)N3CCOCC3)cc2)cc(OC)c1OC	1	11	0.8	-0.034	90	4	18	1718	19	8	13
CCc1nnc(NC(=O)C2CCCN(S(=O)(=O)c3ccccc3)C2)s1 (centres undefined)	1	-1	0.8	1.4	90	8	17	1533	24	6	10
CCC(C)(c1nnnn1-c1c(C)cccc1C)N(N=O)c1cccc(C(F)(F)F)c1 (centres undefined)	1	5	1	/	98	-2	-2	1573	3	0	3
Following part
SMILES	TNAP act hi DEA	PPARg SRC-3 ag	bIAP activator	ROMK primary	STAT3 activator	STAT1 inh	STAT3 blocker	TR-FRET SRC-2 ct	bIAP inh	PPARg SRC-1 ag	PPARg SRC-2 ag
CCc1cccc(C)c1NC(=O)CO/N=C(\N)CC(=O)NC1CCCCC1	1	2	1.4	0.097	110	0	-6	1611	-37	5	3
CCOc1cccc(C(=O)Nc2cc(-c3nn4c(C)nnc4s3)ccc2C)c1	1	5	0.9	/	96	10	10	1456	6	6	4
CC(C)CCN1CCN(Cc2ccc3nsnc3c2)CC1CCO (centres undefined)	1.1	8	1	-0.044	101	0	4	1525	3	1	6
COc1ccccc1-c1nc(C#N)c(NCc2ccc(F)cc2)o1	1.1	6	1	-0.031	106	8	-4	1447	4	0	0
Cc1cc(NC(=O)c2c(F)cccc2Cl)no1	1	-5	1	-0.64	101	-4	6	1685	1	-4	4
O=C(CC12CC3CC(CC(C3)C1)C2)NC(=S)NCc1ccco1	1	1	1	-1.1	108	-5	-4	1550	2	1	8
CCCCCCc1cc2cc(S(=O)(=O)c3ccc(Cl)cc3)c(=O)oc2cc1O	1.1	2	1.1	-1.4	94	0	7	1413	-9	14	11
Cn1ncc2c(NNC(=O)Cc3cccc4ccccc34)ncnc21	1	1	0.9	0.25	91	4	13	1429	8	-2	-6
CCN1CCc2c(OCC(=O)N3N=C(c4cccs4)CC3c3ccc(F)cc3)cccc2C1=O (centres undefined)	1	2	0.7	/	103	6	-5	1517	25	10	8
Cc1ccc(C)c(NC(=S)c2ccccn2)c1	1	10	1.1	/	109	-25	-6	1735	-10	1	5
Cc1ccc(C(=O)NCCc2cccs2)cc1	1	2	1	0.022	36	58*	81*	1481	2	-5	-1
C1=CC2CC1CC2CNCc1ccco1 (centres undefined)	1	0	0.8	0.036	104	9	-2	1671	18	-1	6
COc1ccc(C2CC(=O)C=C(NCC3CCCO3)C2)cc1 (centres undefined)	1	-2	1	-0.054	100	0	2	1418	3	1	-2
O=C(O)CSCc1ccc(C(=O)O)o1	1	-8	1	-0.042	98	4	9	1493	5	4	3
CCOC(=O)C1CCCN(C(=O)c2ccccc2NC(C)=O)C1 (centres undefined)	1	-10	1	/	94	8	10	1474	2	-2	3
N#Cc1ccc(NC(=O)CCc2nc3ccccc3s2)cc1	1	-4	0.9	0.57	104	-5	-4	1639	7	-7	-7
CC(=O)Nc1ccc(Sc2ncnc3scc(-c4ccccc4)c23)cc1	1	3	0.7	/	107	1	-5	1726	26	3	9
COc1cccc(C2C(C#N)=C(N)SC(c3ccccc3)C2[N+](=O)[O-])c1 (centres undefined)	1.1	-1	1	/	97	1	4	1489	3	5	11
O=C(OCc1cncs1)c1cccs1	1	1	1	-0.82	97	-7	7	1704	0	9	0
CCO[C@H]1OC(C(=O)N2CCN(Cc3ccc4c(c3)OCO4)CC2)=C[C@@H](c2csc3ccccc23)[C@@H]1CCCO	1	3	1	/	/	-1	/	1668	1	1	0
CC(C)(C)C(=O)Nc1sc2c(c1C(=O)Nc1ccccn1)CCCC2	1.1	4	0.9	/	99	-6	5	1494	6	-11	0
CCCC(=O)NC(=S)Nc1ccc(NC(=O)c2cccs2)cc1	1	3	0.8	1.4	86	-7	20	1466	24	3	1
COc1ccc(NC(=O)CNS(=O)(=O)c2ccccc2)cc1Cl	1	-3	0.9	/	101	-4	3	1616	14	3	-4
CC(C)N1C(=S)N(Cc2ccco2)C(=O)C1CC(=O)Nc1ccccc1 (centres undefined)	1	-1	1.1	0.0018	99	3	6	1460	-9	5	1
CN(C(=O)CSc1nnc(-c2ccccc2)o1)c1c(N)n(Cc2ccccc2)c(=O)[nH]c1=O	1	0	1.1	-0.84	103	5	4	1757	-9	6	8
Continuation.
SMILES	TNAP act hi DEA	PPARg SRC-3 ag	bIAP activator	ROMK primary	STAT3 activator	STAT1 inh	STAT3 blocker	TR-FRET SRC-2 ct	bIAP inh	PPARg SRC-1 ag	PPARg SRC-2 ag
CSC1=NCCN1C(=O)COc1ccccc1	1.1	3	0.9	/	108	2	-1	1736	9	1	1
CCOc1ccc(/C=C/C(O)=C2/C(=O)NC3(C)CC2c2ccccc2O3)cc1OC (centres undefined)	1	-4	1	-0.28	110	2	-10	1451	0	-4	4
c1ccc(-c2nnc(-c3ccccc3)o2)cc1	1	-11	1	/	99	-43	4	1467	2	9	12
CCC(=O)c1ccc(OCCSc2ncccn2)cc1	1	6	0.9	/	69	-25	40	1591	11	5	4
COC(=O)CCCCCN1C(=O)NC(c2ccccc2)C(C(=O)OCc2ccccc2)=C1C (centres undefined)	1	4	1	-2.6	97	6	1	1508	-3	10	9
Fc1ccccc1CSc1ncn[nH]1	1	17	0.9	0.44	96	-6	8	1414	6	-4	-9
O=C(O)c1ccnc(Cl)c1	1	1	1.4	0.33	99	0	-2	1716	-36	9	5
Cc1cc(C(=O)Oc2ccccc2C(=O)O)c(C)o1	1.1	-7	0.9	/	98	-8	9	1360	5	-2	6
COC(=O)c1cc(CNC(=O)c2ccc(O)c(Cl)c2)ccc1OC	1	-3	1.1	/	93	13	11	1610	-10	8	2
CN(c1ccc(C(=O)N2CCOCC2)cc1[N+](=O)[O-])C1CCCCC1	0.9	0	0.9	0.11	110	-24	-7	1497	14	-4	0
CCCC(=O)N1CCN(c2ccc(NC(=O)c3ccco3)cc2)CC1	1.1	-13	1	-0.4	101	-11	1	1380	0	1	-11

Five of the compounds above, with two lines to a compound.
Results follow in this order: TNAP act hi DEA, PPARg SRC-3 ag, bIAP activator, ROMK primary, STAT3 activator, STAT1 inh, STAT3 blocker, TR-FRET SRC-2 ct, bIAP inh, PPARg SRC-1 ag, PPARg SRC-2 ag
COC(=O)CCCCCN1C(=O)NC(c2ccccc2)C(C(=O)OCc2ccccc2)=C1C (centres undefined)
    1, 4, 1, -2.6, 97, 6, 1, 1508, -3, 10, 9
Fc1ccccc1CSc1ncn[nH]1
    1, 17, 0.9, 0.44, 96, -6, 8, 1414, 6, -4, -9
COC(=O)c1cc(CNC(=O)c2ccc(O)c(Cl)c2)ccc1OC
    1, -3, 1.1, /, 93, 13, 11, 1610, -10, 8, 2
CSC1=NCCN1C(=O)COc1ccccc1
    1.1, 3, 0.9, /, 108, 2, -1, 1736, 9, 1, 1
O=C(O)c1ccnc(Cl)c1
    1, 1, 1.4, 0.33, 99, 0, -2, 1716, -36, 9, 5
